# Abeta rescue – compounds reversing amyloid beta toxicity in yeast; yeast expressing A-beta42, growth rescue, OD600, 48 h; response scale: 0% DMSO, 100% iron-clioquinol control; actives 0.063% (n = 410,000); Potency, µM (titrated, usually from 46.1 µM), inactives show at the highest dose growth rescue, usual class: activators; AID 1347071; also: potency is read from the fitted curve at half-maximal effect; nearly all actives have a fitted effect of over 55% in size
#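 Growth rescue measured by 600 nm absorbance after 48 h yeast culture at 30 C with compound. Values normalized between DMSO and an equimolar ferric chloride plus clioquinol control.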
# GLP1R cytotox – cytotoxic in the GLP-1 receptor inverse agonist counter-screen. AID 624418. HEK293 cAMP-luciferase reporter cells, luminescence, 24 h. actives 0.13% (n = 410,000). Potency, µM (highest dose often 38.3 µM), inactives show at the top dose activity change, negative = inhibition, hits mostly inhibitors;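 also: loss of luciferase light is scored as toxicity; potency is read from the fitted curve at half-maximal effect; % is scaled to controls: 0 for no effect and ±100 for the full control effect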
#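 A 23 nL compound transfer followed 12 hours of cell culture at 37 deg C; exposure then lasted 24 hr. Luciferase assay detection reagent was dispensed and plates read for luminescence after a 12 min room-temperature wait.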
# pAkt inh – blocks phosphorylation of Akt; activity change, % for hits at 50 µM; AID 651550; actives 0.32% (n = 360,000); Neuro2A IGF-stimulated pAkt S473 HTRF, 20 min; stronger effect = lower value; in the data active = activity change below about -80%; inconclusive = mostly about -51% to -80%; also: % is scaled to controls: 0 for no effect and ±100 for the full control effect
#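 Neuro2A cells in DMEM with 0.5% FBS, overnight at 37 deg C, given compound at single 50 µM final, then IGF (6 nM final) for 20 min at 37 deg C. Lysed; phospho-Akt Ser473 by HTRF after 24 h, 665/615 ratio.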
# GLP-1R inv ag – GLP-1 receptor (human) inverse agonism; HEK293 GLP-1R CRE-luciferase, luminescence, 24 h; GLP-1R form is constitutively active; Potency, µM (series often up to 38.3 µM), for inactives: at the top dose activity change, negative = inhibition, most hits filed as inhibitors; actives 1.6% (n = 410,000); also: potency is read from the fitted curve at half-maximal effect; % is scaled to controls: 0 for no effect and ±100 for the full control effect; nearly all actives have a fitted effect of over 55% in size
# Target sequence (P43220 whole entry, looked up): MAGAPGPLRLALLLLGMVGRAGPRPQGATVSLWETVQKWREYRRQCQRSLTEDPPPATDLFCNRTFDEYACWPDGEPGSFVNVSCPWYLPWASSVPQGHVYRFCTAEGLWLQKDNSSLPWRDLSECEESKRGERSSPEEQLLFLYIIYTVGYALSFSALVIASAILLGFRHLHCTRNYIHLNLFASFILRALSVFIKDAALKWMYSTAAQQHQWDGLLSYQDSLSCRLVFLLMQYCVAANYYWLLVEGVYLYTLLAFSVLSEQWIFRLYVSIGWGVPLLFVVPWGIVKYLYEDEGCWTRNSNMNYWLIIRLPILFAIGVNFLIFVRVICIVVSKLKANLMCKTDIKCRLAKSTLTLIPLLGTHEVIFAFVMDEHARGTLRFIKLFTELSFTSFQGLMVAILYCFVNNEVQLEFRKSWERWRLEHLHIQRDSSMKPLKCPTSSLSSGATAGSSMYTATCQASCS
#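 HEK293 cells stably co-expressing a cAMP-responsive luciferase reporter and constitutively active GLP-1R were seeded, incubated 12 h, then exposed to compounds for 24 h at 37 C. Luminescence was read 12 min after detection reagent; inverse agonists lower signal.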
# aSyn rescue – inhibitors of alpha-synuclein toxicity in yeast; actives 0.14% (n = 370,000); Potency, µM (series often up to 46.1 µM), inactives show at the highest dose growth rescue (activation), actives largely listed as activators; AID 652106; Yeast expressing alpha-synuclein, growth rescue, BacTiter-Glo, 24 h; also: potency is read from the fitted curve at half-maximal effect; % of control where 0% means no effect; nearly all actives have a fitted effect of over 65% in size
#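 Galactose-induced alpha-syn yeast (OD600=0.02, raffinose-pregrown) + pinned cpd, 24 hr, 30 deg C; growth by BacTiter-Glo luminescence. Growth restoration scores as activation.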
# Mm-Cpn inhibitor – M. maripaludis TRiC chaperonin inhibition | purified Mm-Cpn ATPase, ADP Transcreener TR-FRET | Potency, µM (series often up to 76.9 µM), for the others: top-dose activity, negative = inhibition, actives largely listed as inhibitors | actives 0.031% (n = 330,000) | AID 504842; also: potency is read from the fitted curve at half-maximal effect; % is scaled to controls: 0 for no effect and ±100 for the full control effect; nearly all actives have a fitted effect of over 80% in size
#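 TR-FRET (320 nm excitation; 590 and 665 nm emission) reports ADP made from 10 uM ATP by 25 nM enzyme; compounds were preincubated 10 min, reaction run 30 min, both at 37°C.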
# FUS suppressor – suppressors of FUS proteinopathy in yeast; Potency, µM (titrated, usually from 76.6 µM), for inactives: at the highest dose growth rescue (activation), actives largely listed as activators; S. cerevisiae FUS-expressing, growth rescue, OD600, 24 h; actives 0.24% (n = 390,000); AID 1347120;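 also: potency is read from the fitted curve at half-maximal effect; plate controls were DMSO vehicle for no effect and reference control for full effect; nearly all actives have a fitted effect of over 55% in size; some results filed as inactive show a strong effect at the top dose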
#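 S. cerevisiae expressing FUS from galactose induction served as the toxicity model. Growth after 24hr at 30C, read as absorbance at 600 nm, indicates suppression of toxicity; compounds dosed at several concentrations.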
# PTHR1 ag – activates the human parathyroid hormone receptor PTHR1 | AID 743266 | Potency, µM (series often up to 115 µM), for inactives: at the highest dose activation, most hits filed as activators | Q03431 | HEK293 GP2 PTHR1 cells, GloSensor cAMP luminescence, 1 h | actives 0.075% (n = 410,000); also: potency is read from the fitted curve at half-maximal effect; nearly all actives have a fitted effect of over 55% in size; some results filed as inactive show a strong effect at the top dose; inactives centre near -15; many of its hits are not listed in these tables
# Target sequence (Q03431 whole entry, looked up): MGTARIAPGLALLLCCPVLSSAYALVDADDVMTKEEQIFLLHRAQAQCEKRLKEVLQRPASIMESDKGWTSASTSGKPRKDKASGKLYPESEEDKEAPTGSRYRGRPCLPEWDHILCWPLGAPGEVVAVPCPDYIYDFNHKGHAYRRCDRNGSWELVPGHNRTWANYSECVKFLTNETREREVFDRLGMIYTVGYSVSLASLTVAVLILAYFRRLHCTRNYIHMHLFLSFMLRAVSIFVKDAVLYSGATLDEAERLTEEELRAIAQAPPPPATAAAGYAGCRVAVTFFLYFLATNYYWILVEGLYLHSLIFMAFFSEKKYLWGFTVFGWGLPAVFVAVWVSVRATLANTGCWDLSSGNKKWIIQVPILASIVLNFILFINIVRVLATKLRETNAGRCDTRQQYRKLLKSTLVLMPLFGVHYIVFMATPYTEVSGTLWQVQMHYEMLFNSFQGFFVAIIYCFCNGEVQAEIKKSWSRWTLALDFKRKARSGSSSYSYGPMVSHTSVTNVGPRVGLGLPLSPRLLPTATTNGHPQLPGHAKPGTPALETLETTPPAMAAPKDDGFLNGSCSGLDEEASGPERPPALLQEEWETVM
#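 HEK-293-derived GP2 cells expressing PTHR1 and a GloSensor cAMP reporter, 3,000/well, plated overnight, given luciferin plus IBMX (each 0.5 mM as added) for 1 h at 37 °C, then compound for 1 h at 37 °C. Luminescence was read after 15 min at room temperature.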
# TDP43 rescue – inhibitors of TDP-43 toxicity in yeast; Potency, µM (top dose mostly 46.1 µM), for the others: at the top dose growth rescue (activation), hits mostly activators; TDP-43 expressing yeast growth rescue, BacTiter-Glo, 24 h; AID 652104; actives 1.8% (n = 410,000); also: potency is read from the fitted curve at half-maximal effect; % of control where 0% means no effect; nearly all actives have a fitted effect of over 50% in size
#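 Galactose-induced TDP-43 yeast, OD600=0.02, compound pinned; 24 hr, 30 deg C; BacTiter-Glo luminescence for growth. Inhibitors of TDP-43 toxicity read as activators.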
# * hit, by the source's call; i = inactive; ? = inconclusive; . = not tested or not shown; [ ] = dose if it differs, or a comment. Unless noted, calls follow the shape of the dose curve; as a rule, active = well fitted curve in the direction sought with a large enough effect; inconclusive = small, poorly fitted or top-dose-only effect, or another doubt; inactive = no such curve, though single readings can be large; an effect the other way counts as inactive or inconclusive. Not all compounds are listed; count on the stated rates, not on these rows.
SMILES,Abeta rescue,GLP1R cytotox,pAkt inh,GLP-1R inv ag,aSyn rescue,Mm-Cpn inhibitor,FUS suppressor,PTHR1 ag,TDP43 rescue
CCOC(=O)C1CCCCN1Cc1ccc(OC)c(OC)c1OC (configuration not stated),-20%,2%,i,-3%,-3%,0%,29%,4%[57.5 µM],-8%
Cc1cc2cc(CNC(=O)Cc3ccc([N+](=O)[O-])cc3)ccc2[nH]1,-5%,-15%,i,?,5%,1%,-4%,i,0%
Cc1noc(C)c1COc1ccc(C(=O)N2CCN(c3ccccc3F)CC2)cc1,-3%,4%,i,?,1%,0%,25%,i,?
N#CCCN1CCCc2cc(N=Nc3ccc(C(F)(F)F)cc3)ccc21,?,?,i,?,-7%,2%,16%,-28%,?
Cc1ccc(S(=O)(=O)N2[C@@H](c3cccc(Cl)c3)C(C(=O)O)=CC[C@H]2c2ccc(Cl)cc2)cc1,-31%[inhibitor],-10%,i,?,-12%,0%,3%,-24%,-14%
O=C(C1CC1)N1CCc2cc(Br)c(S(=O)(=O)N3CCCCCC3)cc21,-35%[inhibitor],4%,i,?,-34%[inhibitor],.,30%,-16%,-7%
CCN1CCN(CCCNC(=O)c2ccc3c(c2)N(Cc2ccccc2)CCS3)CC1,4%,?,i,?,0%,-6%,14%,-7%,10%
Cc1ccc(C(=O)N/C(=C/C=C/c2ccccc2)C(=O)NCc2ccco2)cc1,16%,-5%,i,?,0%,-2%,48%,-16%[57.5 µM],16%
CCc1ccc(C2=CC(c3cccc(OC)c3OC)n3c(nc4ccccc43)N2)cc1 (configuration not stated),19%,11%,.,?,.,.,33%,-6%,1%
COc1cc(C2SCC(=O)N2CCCN(C)C)cc(OC)c1OC (configuration not stated),0%,27%,i,-4%,0%,2%,-9%,i,-4%
CC=C1OC(n2cnc3c(N)ncnc32)C(O)C1O (configuration not stated),-10%,-7%,i,12%,24%,.,-19%,i,23%
CCCn1c(=N)n(CC(=O)c2ccc(Cl)cc2)c2ccccc21,?,-27%,i,7.9µM*,-9%,-1%,24%,i,23%

# The list goes on, overlapping the part above by 2 compounds.
SMILES,Abeta rescue,GLP1R cytotox,pAkt inh,GLP-1R inv ag,aSyn rescue,Mm-Cpn inhibitor,FUS suppressor,PTHR1 ag,TDP43 rescue
CC=C1OC(n2cnc3c(N)ncnc32)C(O)C1O (configuration not stated),-10%,-7%,i,12%,24%,.,-19%,i,23%
CCCn1c(=N)n(CC(=O)c2ccc(Cl)cc2)c2ccccc21,?,-27%,i,7.9µM*,-9%,-1%,24%,i,23%
O=C(Nc1ccc(NC(=O)c2ccc([N+](=O)[O-])cc2[N+](=O)[O-])cc1)c1ccco1,-16%,0%,i,7%,-1%,1%,7%,i,-14%
CN(NS(=O)(=O)c1ccc([N+](=O)[O-])cc1)c1ccccc1,-8%,1%,i,?,28%,.,-23%,i,8%
O=Cc1cn(-c2ccccc2)nc1-c1ccncc1,-3%,0%,i,-13%,0%,0%,7%,0%,8%
CC(C)C(=O)Nc1ccc2c(c1)oc1ccccc12,5%,-24%,i,?,0%,-1%,0%,-39%[inhibitor],-4%
O=C1Nc2cc(Cl)c(Cl)cc2N(O)N1c1ccc(Cl)cc1,3%,3%,i,4%,-10%,0%,9%,i,-8%
COc1cc(NC(=O)COC(=O)c2ccccc2F)cc(OC)c1,12%,8%,i,2%,-2%,1%,9%,i,?
O=C(CN(c1ccc(Cl)cc1)S(=O)(=O)c1ccc(Cl)c([N+](=O)[O-])c1)NCCc1ccc(F)cc1,-6%,-9%,i,15%,2%,3%,13%,i,-17%
Cc1cc(/C=C2\C(=O)NN(c3ccccc3)C2=O)c(C)n1-c1ccccc1O,5%,-25%,i,?,1%,1%,13%,-6%,10%
COCCCN1C(=O)c2[nH]nc(-c3ccccc3O)c2C1c1ccc(OCc2ccccc2)cc1 (configuration not stated),-5%,?,.,?,.,.,?,-90%[inhibitor],11%
CCOC(=O)Cc1nn[nH]n1,-3%,13%,i,-8%,5%,1%,-6%,i,-2%
CCN(CC)c1nc(Nc2ccc(Cl)cc2)nc(OCC#N)n1,-2%,7%,i,?,1%,-2%,-9%,-2%[57.5 µM],9%
CC(=O)SCC(=O)N=c1sc2cc(F)ccc2n1C,28%,6%,i,5%,1%,.,-2%,i,21%
CCOC(=O)c1sc2nc(C)nc(NCc3ccc(Cl)cc3)c2c1C,-11%,-9%,i,?,-7%,2%,11%,-53%[inhibitor],?
Cc1cccc(C(=O)NCC(=O)OCc2cc(=O)n3ccsc3n2)c1,3%,19%,i,-9%,-9%,1%,-5%,-3%,12%
Cc1ccc(NC(=O)C2CCCN2S(=O)(=O)c2cccc3cccnc23)cc1F (configuration not stated),6%,0%,i,7%,12%,-1%,4%,-23%,0%
CCCc1cc(C(=O)OC)c2ccccc2n1,-3%,0%,i,26%,-2%,0%,.,i,16%
Cc1c(C(=O)OCC(=O)N2CC(=O)Nc3ccccc32)oc2ccc(Br)cc12,1%,-9%,i,7%,4%,-1%,5%,-10%[57.5 µM],-5%
Cc1ccc(CNC(=O)c2ccc(-n3cnc4cccnc43)cc2)cc1,-18%,-8%,.,8%,2%,.,-16%,i,12%
N#Cc1ccc(OCC(=O)NCCCN2CCCC2=O)cc1,5%,2%,i,0%,-4%,.,2%,i,10%
Cc1c(Cl)cccc1-c1ccc(CNc2ccc3[nH]c(=O)[nH]c3c2)o1,-12%,1%,.,4%,.,.,18%,-17%,-5%
Cc1c(C(=O)NCc2cccs2)oc2ccccc12,-2%,1%,i,0%,0%,1%,?,i,-1%
Cc1ccnc(NC(=S)N2CCN(c3cccc(C(F)(F)F)c3)CC2)c1,-21%,19%,i,?,-35%[inhibitor],-3%,32%,-21%,1%
COCCn1c(=NC(=O)C(C)(C)C)sc2cc([N+](=O)[O-])ccc21,-19%,-10%,i,15%,-12%,1%,-17%,i,-2%
Cc1cc(C)c2oc(-c3ccc(NC(=O)COc4ccccc4C)cc3)nc2c1,-3%,6%,.,12%,.,.,-8%,i,19%
CCOC(=O)c1cc2c(=O)n3ccccc3nc2n(CCCOC)c1=NC(C)=O,-7%,.,i,77%[activator],8%,?,5%,i,-2%
COc1ccccc1-c1c(C)nn2c(-c3ccccc3)cc(-c3ccccc3)nc12,-6%,-2%,.,8%,.,.,-10%,-8%,14%
O=C(Nc1ccccn1)c1cccc(S(=O)(=O)N2CCCC2)c1,-9%,0%,i,-15%,0%,-3%,.,-23%,5%
CCOC(=O)CC1C(=O)NCCN1Cc1cccs1 (configuration not stated),-3%,4%,i,5%,-5%,-3%,-19%,-5%,4%
COc1ccccc1N1CCN(C(=O)COc2cc(C)ccc2C)CC1,-9%,-5%,i,?,15%,0%,.,-34%[inhibitor],29%
Cc1cc(C(F)(F)F)nn1C(=O)c1cccnc1Cl,-5%,-3%,i,3%,0%,2%,18%,-19%[57.5 µM],-8%
CCc1cc2c(cc3c(=O)n(CC(=O)NCc4cc(Br)ccc4OC)ncn32)s1,-13%,-5%,.,3%,.,.,11%,6%,14%
CC(=O)NCCNc1nc2cc(-c3cc(F)ccc3C)sc2c(=O)n1C,8%,-10%,i,15%,-2%,.,3%,18%,21%
COc1ccc(CNC(=O)COc2cc3c(c4oc(=O)cc(C)c24)CCC(C)(C)O3)cc1,-3%,-17%,i,-8%,-1%,3%,-4%,-33%[inhibitor],12%
C[C@@H]1O[C@@H](OC[C@H]2O[C@@H](Oc3c(-c4ccc(O)c(O)c4)oc4cc(O)cc(O)c4c3=O)[C@H](O)[C@@H](O)[C@@H]2O)[C@H](O)[C@H](O)[C@H]1O,-15%,-17%,i,12%,1%,-1%,-32%,13%,16%
CC(=O)N(C)c1ccc(NC(=O)C(Sc2ccccc2)c2ccccc2)cc1 (configuration not stated),8%,8%,i,?,18%,-2%,28%,-3%,-15%[9.22 µM]
COc1ccc(Cl)cc1Nc1nc2ccc(C)cc2n2cnnc12,-24%,2%,i,63%[activator],-4%,-11%,3%,-23%,-10%
CCC(C(=O)Nc1ccccc1)c1ccccc1 (configuration not stated),4%,18%,i,?,2%,2%,.,-8%,?
Cc1ccc(N(CC2CO2)S(=O)(=O)c2ccc([N+](=O)[O-])cc2)cc1 (configuration not stated),5%,61%[activator],i,0%,9%,-11%,0%,i,6%
Nc1ccn([C@@H]2O[C@H](COS(=O)(=O)O)[C@@H](O)[C@H]2O)c(=O)n1,5%,-5%,i,21%,2%,2%,-24%,i,0%
Cc1ccccc1NC(=O)C(c1ccccc1)C1CCCC1 (configuration not stated),-1%,-4%,i,?,-2%,1%,14%,i,-3%
Cc1ccc(S(=O)(=O)CCC(=O)OCC(=O)c2ccc(C)c(C)c2)cc1,17%,4%,i,11%,5%,0%,19%,i,?
O=Cc1ccc(OCCCOc2cccc3cccnc23)cc1,-23%,6%,i,100%[activator],14%,3%,9%,-86%[inhibitor],-9%
COC(=O)Cc1cc(=O)n2[nH]c(C)nc2n1,-1%,8%,i,5%,2%,1%,-7%,-3%[57.5 µM],-7%
CCOc1ccc(N=Nc2c(=O)[nH]n3c(=O)cc(C)[nH]c23)cc1,-45%[inhibitor],15%,.,-11%,-23%,-4%,36%,-4%[57.5 µM],-37%[inhibitor]
COc1ccc(CN2CCN(Cc3ccco3)CC2)cc1,-21%,-2%,i,-19%,-1%,-2%,20%,-38%[inhibitor],7%

# Screens (PubChem BioAssay)
